# Screening data deposited in PubChem by several laboratories.
# S1P3 ag = agonists of human S1P3 receptor; Q99500; S1P3 NFAT-BLA reporter cells, agonism, FRET ratio; relative to 1 µM S1P, basal subtracted; 60,000 tested, 0.1% active; activation, % at 4.5 µM;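 active = activation above the screen-wide mean plus 3 SD, cut at about 4.5% in these data, passing the limit was not always enough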; note: some compounds called inactive have numbers as strong as hits
#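 Material: Human S1P3 NFAT-BLA reporter CHO cells | Incubation: Overnight plating, 4 h compound 37 °C, 2 h substrate RT | Signal: FRET β-lactamase substrate fluorescence, excitation 405 nm, 460/535 nm emission ratio, background-subtracted | Compound: 4.5 µM final, single dose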
# HTR1E antagonist = antagonists of human 5-HT1E serotonin receptor; P28566; CHO 5-HT1E Ga15 NFAT-bla reporter, FRET, antagonist; inhibition, % at 6 µM; 65,000 tested, 0.99% active;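 active = inhibition above a set limit, the mean inhibition across every tested compound plus 3 SD, cut at about 29% in these data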;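 note: signal is the 460 over 535 nm emission ratio of beta-lactamase substrate; 0% = agonist plus DMSO wells and 100% = wells without agonist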
# D1 mod = D1 dopamine receptor (human) allosteric modulation | 58,000 tested, 5.9% active | P21728 | B-score at 10 µM | HEK293 D1, CRE-luciferase, dopamine EC30 potentiation; actives deviate in either direction;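 active = luminescence count or its row- and column-corrected plate score outside the 99.7% band of the plate's sample wells, on either side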
# Target sequence (P21728 whole entry, looked up): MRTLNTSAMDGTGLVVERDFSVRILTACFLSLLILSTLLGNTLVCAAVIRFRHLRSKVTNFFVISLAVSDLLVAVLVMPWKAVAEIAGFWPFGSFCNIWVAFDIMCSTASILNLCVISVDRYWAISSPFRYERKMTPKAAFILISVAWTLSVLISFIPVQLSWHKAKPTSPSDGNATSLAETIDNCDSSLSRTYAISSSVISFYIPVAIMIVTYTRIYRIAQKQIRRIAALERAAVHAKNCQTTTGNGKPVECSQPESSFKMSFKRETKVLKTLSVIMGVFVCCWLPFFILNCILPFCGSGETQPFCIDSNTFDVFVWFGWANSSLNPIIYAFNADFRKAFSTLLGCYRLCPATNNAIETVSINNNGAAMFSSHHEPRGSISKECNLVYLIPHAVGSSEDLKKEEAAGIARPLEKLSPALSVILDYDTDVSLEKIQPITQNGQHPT
# Jurkat viability = cytotoxicity toward Jurkat cells; 56,000 tested, 1.2% active; Jurkat E6.1 viability, ATP luminescence, 48 h; inhibition, % at 4 µM;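 active = inhibition above the mean inhibition of all tested compounds plus 3 SD, cut at about 28% in these data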
# HEK293 NFkB inh = inhibitors of the PMA/ionomycin-induced NF-kB reporter in HEK293 cells | HEK-293 NF-kB luciferase reporter, luminescence | 62,000 tested, 0.21% active | inhibition, % at 3 µM | AID 465;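 active = inhibition above the mean of all tested compounds plus 3 SD, cut at about 40% in these data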;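 note: 0% = stimulated DMSO wells and 100% = 10 µM reference inhibitor 5653914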
#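 System – HEK-293 cells with stable firefly luciferase reporter driven by four HIV NF-kB elements · Doses – one dose, 3 µM · Schedule – 1 h compound pre-incubation, 16 h PMA/ionomycin at 37 °C · Technique – luminescence from luciferase substrate reagent · Measure – percent inhibition normalized per plate to DMSO and reference-inhibitor controls · Replicates – tested once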
# HTR1A agonist = activates the human 5-HT1a serotonin receptor; activation, % at 10 µM; P08908; CHO 5-HT1a Ga15 NFAT-bla reporter, FRET ratio; 0% basal, 100% maximal reference agonist; 65,000 tested, 0.56% active;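 active = activation above the screen-wide mean activation plus 3 SD, cut at about 19% in these data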;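 note: 0% = DMSO wells and 100% = 5-CT at EC100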
# Target sequence (P08908 whole entry, looked up): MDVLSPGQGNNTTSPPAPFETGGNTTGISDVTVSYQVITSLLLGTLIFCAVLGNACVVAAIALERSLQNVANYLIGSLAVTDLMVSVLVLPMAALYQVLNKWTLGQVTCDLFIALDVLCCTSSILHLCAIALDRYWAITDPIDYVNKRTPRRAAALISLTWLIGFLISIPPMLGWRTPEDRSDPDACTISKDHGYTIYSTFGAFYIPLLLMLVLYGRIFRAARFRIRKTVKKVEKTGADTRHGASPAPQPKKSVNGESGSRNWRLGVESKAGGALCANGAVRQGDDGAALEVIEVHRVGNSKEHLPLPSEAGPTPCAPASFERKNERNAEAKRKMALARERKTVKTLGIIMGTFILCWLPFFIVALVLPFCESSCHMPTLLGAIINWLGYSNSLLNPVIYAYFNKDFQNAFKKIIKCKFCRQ
# 5HT1E ag = agonists of human 5-HT1E serotonin receptor; CHO 5-HT1E Ga15 NFAT-bla reporter, FRET; 0% DMSO wells, 100% control agonist wells; activation, % at 6 µM; P28566; 65,000 tested, 0.69% active;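 active = activation above a set limit, the screen-wide mean activation plus 3 SD, cut at about 8.5% in these data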;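 note: 100% = positive control agonist at 1 µM giving full maximal response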
# 5HT1a antag = blocks the human serotonin 5-HT1a receptor. P08908. CHO 5-HT1a Ga15 NFAT-bla reporter, antagonist mode. inhibition, % at 10 µM. 62,000 tested, 0.68% active;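 active = inhibition above the mean of all tested compounds plus 3 SD, cut at about 43% in these data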;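 note: receptor stimulated by 5-CT agonist at 100 nM near EC80; beta-lactamase reporter measured by ratiometric fluorescence of a cleavable substrate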
# S1P1 ag-PAM = S1P1 (human) agonism or agonism potentiation; 56,000 tested, 0.57% active; P21453; activation, % at 9.5 µM; AID 449; S1P1 CRE-bla cells, forskolin, beta-lactamase FRET, potentiator mode; S1P1 agonist co-added at EC20, 2 nM; 100% = saturating reference agonist, 0% = basal;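 active = activation above a cutoff set at the mean activation of all tested compounds plus 3 SD, cut at about 54% in these data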;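 note: forskolin at 4 µM as EC80 and the EC20 agonist is SEW2871; 100% = SEW2871 at its EC100 plus forskolin at EC80; some compounds past the cut are filed as inactive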
# The depositor's hits bear a star; · = not tested or not shown.
SMILES,S1P3 ag,HTR1E antagonist,D1 mod,Jurkat viability,HEK293 NFkB inh,HTR1A agonist,5HT1E ag,5HT1a antag,S1P1 ag-PAM
COc1ccccc1S(=O)(=O)n1cc(Cc2ccccc2)c(N)n1,-1.9,2,0.3,-1,15,-0.8,-1.5,19,8
c1ccc2[nH]c(SN3CCOCC3)nc2c1,-0.1,-12,-0.49,-2,10,-1.5,0.7,12,-7
CN1CCN(C2=C(Cl)C(=O)N(c3ccc(Cl)c(Cl)c3)C2=O)CC1,·,-10,0.32,·,7,-0.7,0.0,7,·
O=C(c1noc2c1CCc1ccccc1-2)N1CCOCC1,-0.3,5,-0.62,2,-8,-1.0,0.1,-7,9
COc1cccc(C(=O)CN2CCN(S(=O)(=O)c3ccc(Br)cc3)CC2)c1,0.0,-4,·,-1,3,-3.1,-0.2,0,1
O=c1cc(N2CCN(c3ccccc3F)CC2)[nH]c(=O)n1-c1ccc(Br)cc1,-1.1,-3,-2.2,-6,14,-2.8,1.6,-9,2
COc1ccc(C(=O)Cn2nnc(-c3ccccc3NC(=O)c3ccco3)n2)cc1,-1.0,12,0,3,24,-1.5,-0.7,-2,-2
O=C(CSCSCC(=O)Nc1ccc2c(c1)OCO2)Nc1ccc2c(c1)OCO2,0.4,-1,1,-1,14,0.2,0.4,4,12
CC(C)OC(=O)c1nnn(-c2nonc2N)c1CN1CCc2ccccc2C1,-0.3,-1,·,10,11,0.5,0.9,-27,-6
Cn1c(=O)c2c3c(sc2n2c(SCc4ccccc4)nnc12)CCCC3,6.5,-43,0.57,·,·,6.5,0.4,·,2
COc1ccc(N2C(=O)C3CCCN3C2c2cccs2)cc1 (stereo not drawn),0.0,10,0.33,-8,4,-2.3,-0.3,20,1
CC(=O)Nc1ccc(C(=O)NC2CCCC2)cc1,-0.1,-10,-1,4,10,-0.4,0.3,-6,·
O=C(CSc1nc2ccccc2[nH]1)Nc1ccc(F)cc1,-1.2,10,-0.62,5,2,-0.5,0.7,7,11
CC1=C(C(=O)OCc2ccccc2)C(c2ccco2)n2ncnc2N1 (stereo not drawn),-2.1,17,0.012,14,-3,2.8,-0.5,6,-1
COC(=O)c1ccc(C(=S)N2CCOCC2)cc1,0.8,11,0.13,-6,4,0.8,0.2,0,5
CCOC(=O)/C=C1\NC(=O)CS1,0.0,3,-0.5,0,15,-1.6,-0.4,-7,10
COc1cccc(CNn2c(-c3cccc(C)c3)nc3ccccc3c2=O)c1O,-0.6,10,0.031,1,19,-0.6,0.3,5,9
CCn1cc(C(=O)N2CCN(c3ccccn3)CC2)c2cc(OC)c(OC)cc2c1=O,·,10,0.39,·,7,1.1,0.6,-6,·
Cc1cc(C)c(NC(=O)CS(=O)CC(=O)N2CCN(c3ccccc3)CC2)c(C)c1 (stereo not drawn),-0.8,-1,-0.18,3,-2,-1.5,-2.0,0,4
Cc1cccc(OCC(=O)Nc2ccc(S(=O)(=O)N3CCCC3)cc2)c1,-1.5,6,-0.24,2,11,-0.1,0.6,-9,15
CCOC(=O)CSc1cc(C)nc(NC(C)=O)n1,-0.1,-6,0.11,5,24,19,0.1,5,-9
OCc1n[nH]c(CO)n1,-0.9,6,1.6,1,8,-1.9,-0.6,4,-6
CCn1nnc(-c2ccccc2NS(=O)(=O)c2ccc(S(=O)(=O)N3CCCCCC3)cc2)n1,0.0,2,0.17,1,6,-0.5,-0.4,6,2
COc1cc(O)c2c(c1)OC(C)(C)CC2=O,0.1,-3,0.0011,-7,12,-0.3,-0.1,-4,2
CC1(C)Oc2ccc(C(=O)N3CCOCC3)cc2N(CC(=O)N2CCOCC2)C1=O,0.1,-5,-0.42,-9,7,-3.4,-1.2,-3,-6

# Record cards, as listed above. Screens in order: S1P3 ag | HTR1E antagonist | D1 mod | Jurkat viability | HEK293 NFkB inh | HTR1A agonist | 5HT1E ag | 5HT1a antag | S1P1 ag-PAM
# Record of `OCc1n[nH]c(CO)n1` = -0.9 | 6 | 1.6 | 1 | 8 | -1.9 | -0.6 | 4 | -6
# Record of `CCOC(=O)/C=C1\NC(=O)CS1` = 0.0 | 3 | -0.5 | 0 | 15 | -1.6 | -0.4 | -7 | 10
# Record of `CCn1cc(C(=O)N2CCN(c3ccccn3)CC2)c2cc(OC)c(OC)cc2c1=O` = · | 10 | 0.39 | · | 7 | 1.1 | 0.6 | -6 | ·
# Record of `COc1cccc(C(=O)CN2CCN(S(=O)(=O)c3ccc(Br)cc3)CC2)c1` = 0.0 | -4 | · | -1 | 3 | -3.1 | -0.2 | 0 | 1
# Record of `CC1(C)Oc2ccc(C(=O)N3CCOCC3)cc2N(CC(=O)N2CCOCC2)C1=O` = 0.1 | -5 | -0.42 | -9 | 7 | -3.4 | -1.2 | -3 | -6

# Continued.
SMILES,S1P3 ag,HTR1E antagonist,D1 mod,Jurkat viability,HEK293 NFkB inh,HTR1A agonist,5HT1E ag,5HT1a antag,S1P1 ag-PAM
CC12CN3CC(C)(CN(C1)C3c1ccc(Br)cc1)C2=O (stereo not drawn),-1.1,7,0.12,5,-4,-1.6,-0.7,7,·
Cc1ccc(C(=O)Nc2ccccc2NC(=O)c2ccc(C)o2)o1,-0.4,5,-0.21,2,8,-2.3,-1.0,15,·
O=C(Cn1nc(-c2ccccc2)nc1-c1ccccc1)N1CCOCC1,-0.2,0,-0.59,1,28,-0.2,1.0,-6,4
COc1ccc(-n2c(=O)c3ccccc3n(CC(=O)NC3CCCC3)c2=O)cc1,-1.3,3,·,0,13,-5.3,0.7,-1,1
COc1cccc(C2C(C(=O)c3cccs3)=C(O)C(=O)N2CCCn2ccnc2)c1OC (stereo not drawn),-0.7,9,1.6,-1,3,1.1,1.7,4,·
CCc1ccc(N2CC(C(=O)NC3=NCCS3)CC2=O)cc1 (stereo not drawn),-0.2,11,0.11,2,22,-3.4,0.1,5,-16
O=P(O)(CCc1ccccc1)CN1CCCCC1,-0.7,-6,·,2,6,-0.8,-0.4,-2,-1
CN(CC(=O)NCc1cccs1)S(=O)(=O)c1cccc2nsnc12,-0.8,10,-0.82,7,-4,-3.2,-0.5,3,9
Fc1ccc(-c2nnc(-c3ccc(Cl)cc3)o2)cc1,-0.9,-10,-1.6,1,-3,0.8,-1.1,-1,-22
CC(=O)Nc1ccc(C(=O)CS(=O)(=O)c2ccc(C)cc2)cc1,3.4,0,-0.012,-4,7,-0.5,-0.9,-2,-34
c1cc(-c2noc(CCC3CCCC3)n2)ccn1,-0.5,-1,·,2,4,-2.0,-0.5,8,33
CC1(C)CC(NC(=O)c2coc(=O)c(Br)c2)CC(C)(C)N1,0.1,-6,-0.15,8,6,-1.3,0.7,-2,-20
COc1cc(NC(=O)Cn2nnc(-c3ccccc3N)n2)cc(OC)c1,-0.9,14,·,2,-5,13,-1.0,-3,-28
C/C(NCCCn1ccnc1)=C(\C#N)C(N)=O,-1.5,4,-0.1,-4,9,-0.7,-0.6,-6,-3
COc1ccc(C2=Nn3c(nnc3-c3ccc(OC)cc3)SC2)cc1,0.7,79*,8.1*,93*,25,-0.6,-0.2,43*,10
CCOC(=O)c1ccc(N2C(=O)c3n[nH]c(C)c3C2c2ccc(OC)c(OC)c2)cc1 (stereo not drawn),-0.4,3,-2.3*,6,20,-0.1,0.8,2,-20
CC(C)(CN=C1NS(=O)(=O)c2ccccc21)CNC(=O)CN1C(=O)c2ccccc2C1=O,-0.8,3,-0.32,-1,11,-4.0,0.4,9,-16
CC1CCCCN1CCNC(=O)c1cnn2ccccc12 (stereo not drawn),-1.0,3,-0.88,-10,6,-6.2,-1.5,4,-25
CCOc1cc(S(=O)(=O)N2CCOCC2)ccc1F,0.6,-2,-0.06,-10,11,4.5,-0.3,-13,6
COc1cc(C2C3=C(CC(c4ccco4)CC3=O)Nc3ccccc3N2C(C)=O)cc(OC)c1OC (stereo not drawn),-0.7,3,0.33,10,13,1.0,0.7,2,-18
COc1ccc(CCNC(=O)c2ccc3c(=O)n(Cc4ccco4)c(=S)[nH]c3c2)cc1OC,0.2,1,·,-1,12,1.5,3.5,2,4
CN1CCN(CCCNC(=O)c2ccc(CSCc3cccc(Cl)c3)o2)CC1,-0.5,-5,-1,6,15,-2.1,-0.6,7,3
COc1cc(Br)cc(-c2nc3c(c(=O)[nH]c(=O)n3Cc3ccccc3)n2C)c1O,·,-3,8.2*,·,17,-2.4,0.8,-10,·
Cc1ccc(C(=O)NCc2ccc3c(c2)OCO3)cc1N1CCCC1=O,-0.9,9,·,13,20,-4.5,0.5,2,15
CC12CCC(C(=O)O)(c3nc(C#N)c(C#N)nc31)C2(C)C (stereo not drawn),-0.5,-8,0.98,-3,13,-4.5,0.2,1,-10
CCn1c(=O)c(C(=O)NCc2ccc(OC)cc2)c(O)c2ccccc21,0.3,8,0.2,-4,16,-1.1,0.4,2,-19
O=C(Cc1cccs1)Nc1cccnc1,-0.4,2,-0.85,0,7,-4.4,-0.1,7,3

# Quoted at random: five entries already listed
SMILES,S1P3 ag,HTR1E antagonist,D1 mod,Jurkat viability,HEK293 NFkB inh,HTR1A agonist,5HT1E ag,5HT1a antag,S1P1 ag-PAM
CN1CCN(C2=C(Cl)C(=O)N(c3ccc(Cl)c(Cl)c3)C2=O)CC1,·,-10,0.32,·,7,-0.7,0.0,7,·
O=c1cc(N2CCN(c3ccccc3F)CC2)[nH]c(=O)n1-c1ccc(Br)cc1,-1.1,-3,-2.2,-6,14,-2.8,1.6,-9,2
O=C(CSc1nc2ccccc2[nH]1)Nc1ccc(F)cc1,-1.2,10,-0.62,5,2,-0.5,0.7,7,11
CC1(C)Oc2ccc(C(=O)N3CCOCC3)cc2N(CC(=O)N2CCOCC2)C1=O,0.1,-5,-0.42,-9,7,-3.4,-1.2,-3,-6
COc1ccc(C(=O)Cn2nnc(-c3ccccc3NC(=O)c3ccco3)n2)cc1,-1.0,12,0,3,24,-1.5,-0.7,-2,-2
